# High-throughput results (PubChem)
# D2 ag = HTS Assay for Allosteric Agonists of the Human D2 Dopamine Receptor: Primary Screen for Agonists; 340,000 compounds, 0.53% hits; AID 485358, 2010; activation, % at 2 µM; HEK293 T-REx D2 cells, calcium flux agonist mode;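 active means activation over 3 SD above normal in the single-dose calcium agonist read, cut at about 30% in these data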; further: 0% is about no effect
#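 In this primary screen, compounds producing a positive calcium signal within 180 s of addition to tetracycline-induced, force-coupled HEK293 Trex D2 cells are flagged; cells are dye-loaded with a no-wash calcium kit beforehand.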
# Vif-APOBEC3F blk = qHTS for Inhibitors of Vif-A3F Interactions: qHTS. HeLa A3F-eYFP + Vif (tagged APOBEC3F with the HIV-1 protein that degrades it), YFP fluorescence increase. Potency, µM (top dose mostly 46.1 µM), inactives show at the top dose activity, negative = active. 390,000 compounds, 0.2% hits; further: potency means the concentration at half of the fitted maximal effect; % of control where 0% means no effect; nearly all actives have a fitted effect of over 65% in size
#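 HeLa cells stably expressing Vif plus C-terminally eYFP-tagged A3F were seeded, incubated overnight at 37 deg C, dosed with compound, incubated overnight again at 37 deg C. Yellow fluorescence (Ex 488/Em 500-530) reported blocked Vif-mediated A3F-eYFP degradation.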
# 12-LOX inh = Primary qHTS assay for inhibitors of human arachidonate 12S-lipoxygenase (ALOX12): Round 2; Polyunsaturated fatty acid lipoxygenase ALOX12 (Homo sapiens), P18054; purified 12hLO, xylenol orange hydroperoxide absorbance; Potency, µM (doses to about 108 µM), inactives show at the highest dose activity change, negative = inhibition, actives largely listed as inhibitors; 580,000 compounds, 1.1% hits; AID 1671190, 2021; further: potency means the concentration at half of the fitted maximal effect; on the % scale 0 is the no-effect control and ±100 the full control effect
#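 Purified human 12hLO (150 nM final) in 25 mM Hepes, 0.01% Triton X-100, pH 7.0 was preincubated 15 min at room temperature with compound. Then 40 uM arachidonic acid was added, 30 min. Hydroperoxide was read by Fe-XO absorbance ratio 573/405 nm.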
# RGS4 inhibitor = Inhibitors of Regulator of G Protein Signaling (RGS) 4: qHTS | Regulator of G-protein signaling 4 (Homo sapiens), P49798 | Transcreener GDP fluorescence polarization, RGS4-accelerated GTP hydrolysis | Potency, µM (titrated, usually from 114 µM), for the others: at the top dose activity change, negative = inhibition, hits mostly inhibitors | 390,000 compounds, 0.039% hits | AID 504845, 2011; further: potency means the concentration at half of the fitted maximal effect; on the % scale 0 is the no-effect control and ±100 the full control effect; nearly all actives have a fitted effect of over 75% in size; some results filed as inactive show a strong effect at the top dose
# Target sequence (P49798 whole entry, looked up): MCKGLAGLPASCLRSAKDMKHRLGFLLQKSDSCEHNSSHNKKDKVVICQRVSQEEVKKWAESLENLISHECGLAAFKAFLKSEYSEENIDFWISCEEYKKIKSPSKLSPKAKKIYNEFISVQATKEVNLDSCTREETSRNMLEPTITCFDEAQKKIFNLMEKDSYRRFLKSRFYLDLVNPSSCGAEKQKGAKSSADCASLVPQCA
#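 MLSMR compounds (23 nl, pin-transferred) preincubated 10 min at room temperature with a 500nM (2x) first reagent, then RGS4 at 900nM (2x) plus Transcreener GDP mix added; fluorescence polarization (620/688 nm) read before and after 90 min at 30 °C.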
# Glioma ERSR ind = qHTS for Inducers of the Endoplasmic Reticulum Stress Response (ERSR) in Human Glioma: qHTS. U87-MG GRP78 promoter luciferase reporter, 16 h. Potency, µM, for inactives: top-dose activation, hits mostly activators. 420,000 compounds, 0.02% hits. AID 602332, 2012; further: potency means the concentration at half of the fitted maximal effect; series mostly up to about 76 µM; % of control where 0% means no effect; nearly all actives have a fitted effect of over 35% in size
#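 ERSR induction read as luciferase luminescence (Bright-Glo, 10 min at room temperature) in stably transfected human U87-MG glioma cells exposed to compounds for 16 h, using GRP78 as sensor.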
# Vif-A3G inh = qHTS for Inhibitors of Vif-A3G Interactions: qHTS | DNA dC->dU-editing enzyme APOBEC-3G (Homo sapiens), Q9HC16 | HeLa A3G-eYFP + Vif (tagged APOBEC3G with the HIV-1 protein that degrades it), YFP fluorescence, overnight | Potency, µM (highest dose often 46.1 µM), for the others: at the highest dose activity, negative = active, hits mostly inhibitors | 410,000 compounds, 0.076% hits | AID 602310, 2012;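 further: potency means the concentration at half of the fitted maximal effect; on the % scale 0 is the no-effect control and ±100 the full control effect; nearly all actives have a fitted effect of over 60% in size; hits raise eYFP signal because A3G escapes Vif-driven loss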
# Target sequence (Q9HC16 whole entry, looked up): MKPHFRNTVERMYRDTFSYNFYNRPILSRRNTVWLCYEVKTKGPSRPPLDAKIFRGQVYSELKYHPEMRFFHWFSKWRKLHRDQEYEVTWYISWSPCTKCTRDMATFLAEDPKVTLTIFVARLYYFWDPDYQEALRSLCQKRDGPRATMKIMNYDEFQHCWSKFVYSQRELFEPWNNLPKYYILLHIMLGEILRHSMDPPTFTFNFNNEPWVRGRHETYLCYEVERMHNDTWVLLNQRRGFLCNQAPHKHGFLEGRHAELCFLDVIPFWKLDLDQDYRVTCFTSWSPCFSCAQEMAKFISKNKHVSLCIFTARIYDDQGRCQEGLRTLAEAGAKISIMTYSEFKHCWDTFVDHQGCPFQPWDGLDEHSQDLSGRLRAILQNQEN
#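 HeLa cells stably expressing Vif and C-terminally eYFP-tagged A3G, seeded overnight at 37 deg C, then exposed to compound by pintool overnight at 37 deg C. Rise in yellow fluorescence (Ex 488/Em 500-530, Acumen) marks blocked Vif-driven A3G degradation.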
# ERG Ets-DNA blk = qHTS for Small Molecule Inhibitors of the ERG Ets/DNA interaction; fluorescence polarization, His-ERG Ets domain / labelled DNA; Potency, µM (series often up to 76.9 µM), for the others: at the top dose FP activity, negative = inhibition, most hits filed as inhibitors; 370,000 compounds, 0.028% hits; active means well fitted inhibition curve with a large enough effect in the polarisation, with a control signal flat; inconclusive means small, poorly fitted or top-dose-only effect, or effect the other way, or a change in a side signal; inactive means no such curve, though single readings can be large or run the other way; the % refers to the polarisation;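 further: polarization taken with two DNA probes labelled with fluorescein and Texas red; potency means the concentration at half of the fitted maximal effect; % of control where 0% means no effect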
# Target sequence (P11308 whole entry, looked up, the tested form may be a part): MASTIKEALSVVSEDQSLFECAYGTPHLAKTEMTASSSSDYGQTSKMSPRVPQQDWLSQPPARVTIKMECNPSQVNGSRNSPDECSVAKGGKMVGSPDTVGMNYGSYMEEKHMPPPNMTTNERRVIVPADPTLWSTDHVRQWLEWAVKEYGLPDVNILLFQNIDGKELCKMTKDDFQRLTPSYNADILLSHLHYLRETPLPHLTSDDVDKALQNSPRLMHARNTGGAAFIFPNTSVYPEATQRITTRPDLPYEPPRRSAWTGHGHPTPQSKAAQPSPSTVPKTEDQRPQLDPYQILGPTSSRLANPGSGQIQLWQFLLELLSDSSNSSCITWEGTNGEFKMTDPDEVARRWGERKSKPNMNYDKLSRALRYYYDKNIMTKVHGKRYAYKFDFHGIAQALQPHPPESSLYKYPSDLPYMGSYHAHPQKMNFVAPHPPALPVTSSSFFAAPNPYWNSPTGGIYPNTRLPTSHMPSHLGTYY
#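 His-tagged ERG Ets domain (1 uM in the protein solution; 300mM KCl, 50mM Tris-HCl, 1mM EDTA, 1mM DTT, pH 7.5) received compound, then a probe mix of 5 nM fluorescein-DNA and 100nM Texas-615-DNA. Fluorescence polarization was read for both dyes.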
# D2 antagonist = HTS Assay for Allosteric Antagonists of the Human D2 Dopamine Receptor: Primary Screen for Antagonists. inhibition, % at 10 µM. 340,000 compounds, 2% hits. HEK293 TREx D2 cells, calcium flux, dopamine EC80. AID 485344, 2010; in the data active means inhibition above about 30%; further: 0% is about no effect
#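 Overnight-induced (tetracycline, 30 C) HEK293 T-REx cells carrying force-coupled D2 receive a no-wash calcium dye, then compound, then EC80 dopamine at 180 s; signals are read kinetically throughout.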
# LDHA inh = qHTS assay for inhibitors of human lactate dehydrogenase; activity change, % (values are at about 110 or 230 µM); L-lactate dehydrogenase A chain (Homo sapiens), P00338; 480,000 compounds, 0.15% hits; purified LDHA, NADH/diaphorase-resazurin fluorescence; stronger effect = lower value; in the data active means activity change below about -30%; inconclusive means mostly about -25% to -30%;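 further: plate controls were DMSO wells for no effect and wells without enzyme for full effect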
#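 Resorufin fluorescence (ex540/em590), read at 0 and 20 min after diaphorase/resazurin addition, reports the NADH left after a 5 min room-temperature reaction of 2 nM human LDH5 with 0.06 mM NADH and 0.2 mM pyruvate.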
# * hit, by the source's call; ? = inconclusive; . = no result given; & = joins results of further samples; [ ] = dose if it differs, or a comment. Unless noted, the call rests on the fitted dose curve; in most records, active means well fitted curve in the direction sought with a large enough effect; inconclusive means small, poorly fitted or top-dose-only effect, or another doubt; inactive means no such curve, though single readings can be large; an effect the other way counts as inactive or inconclusive. A portion of the library (hit frequency here may not be typical).
SMILES,D2 ag,Vif-APOBEC3F blk,12-LOX inh,RGS4 inhibitor,Glioma ERSR ind,Vif-A3G inh,ERG Ets-DNA blk,D2 antagonist,LDHA inh
COc1ccc(C(=O)N2c3nc(-c4ccco4)nn3C3(CCCCC3)[C@@H]3CCCC[C@@H]32)cc1OC,2.4,0%,-26%,-34%,-2%,-8%,-1%,.,6
CCOC(=O)c1[nH]c(=O)[nH]c1CSCCO,-0.5,-12%,?,?,-6%,-1%,11%,7,-4
CCCCOc1ccc(C(=O)NCCc2sc3nc(-c4ccc(OC)cc4)nn3c2C)cc1,1.5,2%,?,-7%,0%,3%,-1%,.,-1
CNc1ccc(C(O)(C(F)(F)F)C(F)(F)F)cc1C(O)(C(F)(F)F)C(F)(F)F,0.0,-8%,-11%,19%,-2%,2%,-1%,-11,8
O=C(COC(=O)c1ccc2c(c1)S(=O)(=O)c1ccccc1C2=O)NC1CC1,0.9,-8%,-5%,55%[activator],-2%,13%,1%,4,-2
COc1ccc(/C=C/C(=O)O)cc1S(=O)(=O)Nc1ccc2c(c1)OCO2,-0.1,2%,11%,27%[11.4 µM],-5%,-1%,-4%,-2,-3
Cn1cnc(S(=O)(=O)Nc2ccccc2N2CCOCC2)c1,-0.3,9%,?,7%,-4%,2%,-3%,2,-5
COc1ccc(-n2nc(C(=O)NCC(=O)NCCCN3CCCCCC3)c3ccccc3c2=O)cc1Cl,3.1,-9%,-18%,?,-1%,-12%,0%,1,1
Nc1cc(=O)[nH]c(SCCNS(=O)(=O)c2ccccc2)n1,0.4,6%,363%[activator],5%,-3%,1%,1%,-2,-4
O=C(NCc1cccc(C(F)(F)F)c1)c1cc(-c2ccccc2)nn1CC1CC(c2cccnc2)=NO1 (stereo not given),.,-1%,?,29%,-3%,2%,12%,.,-1
Cc1ccc(-n2nc3c(=O)n(CCCC(=O)NCCN4CCN(C)CC4)nc(C)c3c2C)cc1,0.3,-5%,9%,44%[11.4 µM],-3%,-2%,6%,20,-3
Cc1cccc(C(=O)OCC(=O)NN2C(=O)NC3(CCCCC3)C2=O)c1,-0.9,-21%,7%,-23%,-6%,2%,12%,-7,0
C=CCn1c(=O)n2ncnc2c2c3c(sc21)CCCC3,-0.8,-1%,-7%,-26%,-6%,2%,4%,4,2
CCCCn1c(N)c(N(CC(C)C)C(=O)CSc2ccc([N+](=O)[O-])cc2)c(=O)[nH]c1=O,-0.6,4%,?,-30%,-3%,0%,0%,6,-7
CCCCC(=O)Oc1c(S(=O)(=O)c2ccc(C)cc2)c(C)nn1C(C)(C)C,.,2%,-4%,-1%,-4%,-8%,-13%,.,3
COc1ccccc1NC(=S)NC(C)C(c1cccs1)N1CCOCC1 (stereo not given),0.1,-3%,0%,-5%,-4%,-11%,1%,7,-6
Oc1c(C(c2ccccn2)N2CCCCC2)cc(Cl)c2cccnc12 (stereo not given),11,-19%,?,-19%[56.9 µM],-7%,-8%,2%,-15,3
C=CCn1cc(-c2ccc(Cl)cc2)cc(C#N)c1=O,-0.7,-3%,4%,0%,-2%,-1%,-1%,8,-7
CCOc1ccc(C(=O)N2CCn3c2nc2ccccc23)cc1,-0.3,2%,-5%,-2%,0%,0%,-5%,-2,-9
O=C(c1ccc(Br)cc1)N(Cc1ccco1)C1CCS(=O)(=O)C1 (stereo not given),1.7,-12%,11%,3%[11.4 µM],6%,0%,13%,-2,-2
O=C(N1CCOCC1)N1CCN(S(=O)(=O)c2cccc([N+](=O)[O-])c2)CC1,0.1,-5%,6%,13%,-4%,3%,-2%,-2,-2
CCC(C)NS(=O)(=O)c1ccc(NC(=O)c2c(-c3ccccc3)noc2C)cc1 (stereo not given),-0.2,-12%,-4%,-22%,-1%,-7%,-8%,5,-1
O=C(NCc1ccc2[nH]c3c(c2c1)CCCC3)c1ccc(S(=O)(=O)N2CCCCC2)cc1,-0.2,6%,-17%,3%,0%,2%,-2%,-5,-1
Cc1ccccc1NC(=O)Cn1c(=O)n(CCC(=O)NCc2ccc3c(c2)OCO3)c(=O)c2sccc21,0.3,-3%,?,13%,-3%,5%,-13%,.,-6
CCN(CC(=O)Nc1c(C(=O)OC)[nH]c2ccc(C)cc12)c1ccc2c(c1)OCO2,0.7,-3%,0%,-47%,-4%,-9%,3%,-11,6
CC(=O)N1CCc2cc(S(=O)(=O)CCC(=O)N3CCN(C(=O)c4ccco4)CC3)ccc21,-2.2,-2%,.,-1%[11.4 µM],-1%,1%,-5%,-14,-5
CCc1ccccc1N(CC)C(=O)c1cn(C)c(=O)c2cc(OC)c(OC)cc12,-1.0,3%,103%[activator][57.4 µM],-25%,-4%,1%,-6%,3,-1
Cc1cccc(NC(=O)C2CC(O)CN2C(=O)Oc2ccccc2)c1 (stereo not given),-1.6,3%,-23%,-18%,-3%,5%,-6%,-10,-2
O=C1/C(=C\c2cc([N+](=O)[O-])ccc2O)SC(=S)N1Cc1ccc(Cl)cc1,90*,13µM*,2%,?,-5%,?,5%,-14,-9
COc1ccc(CNC(=O)Nc2cccc3ccccc23)cc1,0.1,3%,-14%,48%,-2%,1%,15%,-24,1
COc1ccccc1-c1cc2nc(C)c(CCC(=O)O)c(C)n2n1,0.7,-1%,-15%,-24%,-9%,-8%,0%,.,-2
CC(OC(=O)c1cccnc1)C(=O)NCc1ccc2c(c1)OCO2 (stereo not given),-1.1,-1%,12%,-11%,-2%,-3%,3%,-5,-7
Cc1ccc(S(=O)(=O)Cn2nnnc2C(c2ccc(F)cc2)N2CCC(C(N)=O)CC2)cc1 (stereo not given),1.2,7%,?,-25%,-3%,0%,4%,13,-2
Cc1ccc(NC(=O)CSc2ccccc2NC(=O)c2ccccc2)cc1Cl,-0.2,-17%,?,-4%,5%,-3%,0%,10,-3
Cc1ccc(C)c(NC(=O)c2oc(=O)c3ccccc3c2-c2ccccc2)c1,1.2&2.3,0%&-3%,-23%&2%,4%&-19%,0%&-6%,-2%&-2%,2%,15,-9&-3
Cc1ccc(-c2onc3ccc(C4(C)OCCO4)cc23)cc1,.,.,?,0%,6%,0%,1%,.,0
Cc1ccc(C)c(N(C(=O)CS(=O)CC(=O)Nc2ccc3c(c2)OCO3)C(C)C(=O)NC2CCCC2)c1 (stereo not given),-1.0,-1%,0%,7%,-3%,0%,-1%,3,2
CN(C)c1ccc(-n2cccc2/C=N/n2cnnc2)cc1,.,10%,-10%,-14%,2%,-5%,1%,.,0
COc1ccc(/C=C/c2ccc3c(Br)ccc(O)c3n2)cc1,1.7,-19%,-13%,-7%,-2%,3%,15%,-1,-2
Cn1cc(C(=O)O)c(=O)c2cc(S(=O)(=O)N3CCCCC3)ccc21,-0.1,0%,-28%,12%,-6%,-2%,-1%,.,-6
Cc1cc(O)c(C(c2ccc(F)cc2)N2CCN(c3ccccc3)CC2)c(=O)n1Cc1ccco1 (stereo not given),20,10%,-20%,-9%,3%,0%,1%,.,-2
COc1cc(C(=O)NCCC(=O)N2CCN(C)CC2)cc(OC)c1OC,-0.1,0%,0%,-29%,-4%,0%,-2%,-3,-1
CCc1nn(-c2ccccc2)c2nc(-c3ccc(O)cc3)c3cc(OC)c(OC)cc3c12,0.2,-23%,-25%,-19%,-3%,-8%,4%,.,1
COc1ccc2c(=O)c3c(=O)n(-c4ccccc4)c(-c4ccco4)nc3oc2c1,-0.3,-7%,-2%,2%,0%,0%,-8%,0,-6
Cc1cn(C2OC(COC(=O)c3ccccc3)C(O)C2O)c(=O)[nH]c1=O (stereo not given),0.2,-9%,-3%,18%,-3%,-6%,.,12,-4
Cc1cc(=O)oc2c(C)c(OC(C)C(=O)NCCCn3ccnc3)ccc12 (stereo not given),-0.2,-1%,-9%&29%,12%,2%,1%,-2%,1,-2&13
O=C(Cc1cccs1)NCc1cc(Cl)cc(Cl)c1,-2.2,-14%,12%,11%,5%,-7%,-7%,-13,-4
CC[C@H](C)[C@H]1CNC(=S)N1CC1CCN(CC2CCC(C)CC2)CC1 (stereo not given in full),.,3%,-9%,6%,-2%,1%,-9%,.,0
CC1(C(=O)NC2CCCC2)CCC(=O)N1C1CCN(Cc2ccccc2)CC1 (stereo not given),.,.,-7%,.,-1%,0%,.,.,-2
COc1ccc(NC(=O)C2CCC(CNS(=O)(=O)c3cccs3)CC2)cc1 (stereo not given),0.6,8%,-17%,8%,-4%,-7%,-8%,-3,-6
